Screens as filed in PubChem.
Pin1 inhibitor: human Pin1 inhibition; Potency, µM (top dose mostly 115 µM), inactives show at the highest dose activity, negative = inhibition, most hits filed as inhibitors; Pin1 FP peptide displacement, HiFluor488, 10 min; Q13526; AID 504891; 0.009% of 390,000 active; active means well fitted inhibition curve with a large enough effect in the polarisation, with a control signal flat, not every such curve was filed as active; inconclusive means small, poorly fitted or top-dose-only effect, or effect the other way, or a change in a side signal; inactive means no such curve, though single readings can be large or run the other way; the % refers to the polarisation; further: potency means the concentration at half of the fitted maximal effect; on the % scale 0 is the no-effect control and ±100 the full control effect
TrxR1 inh: inhibitors of rat thioredoxin reductase 1. recombinant rTrxR1, NADPH fluorescence consumption, selenite substrate. Potency, µM (highest dose often 114 µM), for the others: top-dose activity change, negative = inhibition, hits mostly inhibitors. 1% of 390,000 active. AID 588453; further: potency means the concentration at half of the fitted maximal effect; on the % scale 0 is the no-effect control and ±100 the full control effect; nearly all actives have a fitted effect of over 65% in size
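Rat TrxR1 (90 nM in the dispensed reagent) was pre-reduced with 400 uM NADPH for 5 min at room temperature, then incubated with compound for 15 min. After 400 uM selenite was added, NADPH fluorescence (Ex 340/Em 450 nm) was followed for 8 min.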
Tb PGK inh: inhibitors of T. brucei phosphoglycerate kinase; 0.043% of 380,000 active; Potency, µM (series often up to 57.5 µM), inactives show at the highest dose activity change, negative = inhibition, actives largely listed as inhibitors; P07378; PGK/GAPDH coupled, Kinase-Glo luminescence, 60 min; AID 602233; further: potency means the concentration at half of the fitted maximal effect; on the % scale 0 is the no-effect control and ±100 the full control effect; nearly all actives have a fitted effect of over 60% in size
Target sequence (P07378 whole entry, looked up): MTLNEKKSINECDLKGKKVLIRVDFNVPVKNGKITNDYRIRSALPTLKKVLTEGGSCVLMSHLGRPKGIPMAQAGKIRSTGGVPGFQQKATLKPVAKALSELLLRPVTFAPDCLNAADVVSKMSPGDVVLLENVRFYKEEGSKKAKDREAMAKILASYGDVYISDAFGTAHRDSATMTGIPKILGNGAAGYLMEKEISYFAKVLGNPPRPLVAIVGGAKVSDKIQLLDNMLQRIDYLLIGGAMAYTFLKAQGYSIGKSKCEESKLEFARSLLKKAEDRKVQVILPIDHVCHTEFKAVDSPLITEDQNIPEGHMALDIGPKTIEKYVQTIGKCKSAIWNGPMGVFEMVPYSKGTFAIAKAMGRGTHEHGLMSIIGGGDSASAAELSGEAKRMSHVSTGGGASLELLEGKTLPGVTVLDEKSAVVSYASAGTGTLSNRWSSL
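Luminescent ATP detection (Kinase-Glo Plus) follows a 60-minute room-temperature incubation, with wells lacking PGK as controls. Buffer: 100 mM TEA (pH 7.6), 5 mM MgCl2, 0.01% Tween-20. Coupling enzyme GAPDH (100 nM final) supplies unstable 1,3-BPG in-well.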
TrxR1 substrate: is turned over as a substrate by rat TrxR1 | AID 588456 | Potency, µM (highest dose often 114 µM), for the others: at the highest dose activity change, negative = substrate turnover | O89049 | purified TrxR1 substrate turnover, NADPH consumption readout | 0.01% of 390,000 active; further: potency means the concentration at half of the fitted maximal effect; on the % scale 0 is the no-effect control and ±100 the full control effect; nearly all actives have a fitted effect of over 50% in size
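Rat TrxR1, dispensed at 90 nM, was prereduced with 400 uM NADPH (final) for 5 min at ~22 deg C, then incubated with compound 15 min before 400 uM selenite. A first-read NADPH fluorescence drop versus no-compound background flagged substrates.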
USP1-UAF1 inh: blocks the human USP1/UAF1 deubiquitinase complex. AID 743255. 0.23% of 390,000 active. Potency, µM (series often up to 57.1 µM), for the others: top-dose activity change, negative = inhibition, most hits filed as inhibitors. O94782. recombinant USP1/UAF1, Ub-Rhodamine cleavage fluorescence; further: potency means the concentration at half of the fitted maximal effect; on the % scale 0 is the no-effect control and ±100 the full control effect; nearly all actives have a fitted effect of over 60% in size; inactives centre near -12
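High-throughput fluorogenic screen: 1nM USP1/UAF1 complex, Ub-Rho substrate 150nM final, 50mM HEPES pH 7.8 with 0.5mM EDTA, 0.1 mg/ml BSA, 1mM TCEP and 0.01% Tween-20.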
PI4K2A block: blocks human PI4K2A kinase activity; Q9BTU6; AID 1346378; activity change, negative = inhibition, % at 76.9 µM; 0.13% of 420,000 active; purified PI4K2A, ADP-Glo luminescence, 1 h; stronger effect = lower value; in the data active means activity change below about -50%; inconclusive means mostly about -30% to -49%;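 further: -100% = wells without enzyme as full effect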
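PI4K2A activity was measured by ADP-Glo luminescence: enzyme (4 ug/mL stock) and phosphatidylinositol (1.2 mM stock) in Tris pH 7.5/MgCl2/EGTA/Triton X-100 buffer were reacted with ATP (300 microM stock) for one hour at ambient temperature.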
HP1b binding inh: inhibitors of HP1-beta chromodomain binding to methylated histone tails | P83916 | Potency, µM (doses to about 114 µM), for inactives: at the top dose activity change, negative = inhibition, most hits filed as inhibitors | AlphaScreen HP1-beta / biotin-H3K9me3 peptide binding | AID 540317 | 0.56% of 390,000 active; further: potency means the concentration at half of the fitted maximal effect; nearly all actives have a fitted effect of over 70% in size; inactives centre near 23
Target sequence (P83916 whole entry, looked up): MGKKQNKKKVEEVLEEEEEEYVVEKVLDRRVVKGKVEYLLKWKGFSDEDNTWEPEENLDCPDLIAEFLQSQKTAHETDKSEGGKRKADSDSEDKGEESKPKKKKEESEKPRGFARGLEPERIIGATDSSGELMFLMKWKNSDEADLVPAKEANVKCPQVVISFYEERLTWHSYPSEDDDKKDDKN
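HP1-beta protein (50 nM final) preincubated 30 min at room temperature with biotinylated H3(1-18)K9me3 peptide (50 nM) in PBS pH 7.4, 0.01% Tween-20, then compound added for 30 min. AlphaScreen streptavidin donor/nickel chelate acceptor beads (10 ug/mL final), 30 min dark, luminescence read.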
GLS inh: inhibitors of human glutaminase (GLS); GLS enzymatic activity, qHTS titration; Potency, µM (series often up to 45.5 µM), for the others: at the highest dose activity change, negative = inhibition, usual class: inhibitors; 0.21% of 410,000 active; AID 624170; further: potency means the concentration at half of the fitted maximal effect; on the % scale 0 is the no-effect control and ±100 the full control effect
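Assay buffer: 45 mM KH2PO4 pH 8.2, 0.02% Tween-20. hKGA acts on L-glutamine (1 mM solution added); product glutamate is reported by an oxidase/peroxidase Amplex Red coupling, with fluorescence taken at baseline and 30 min.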
IDH1 R132H inh: human IDH1 R132H inhibition | IDH1-R132H enzyme, NADPH consumption, diaphorase/resazurin fluorescence | Potency, µM (top dose mostly 76.6 µM), without a hit: top-dose activity change, negative = inhibition, actives largely listed as inhibitors | O75874 | 0.093% of 390,000 active | AID 602179; further: potency means the concentration at half of the fitted maximal effect; on the % scale 0 is the no-effect control and ±100 the full control effect; nearly all actives have a fitted effect of over 65% in size
Target sequence (O75874 whole entry R132H, stated change not applied): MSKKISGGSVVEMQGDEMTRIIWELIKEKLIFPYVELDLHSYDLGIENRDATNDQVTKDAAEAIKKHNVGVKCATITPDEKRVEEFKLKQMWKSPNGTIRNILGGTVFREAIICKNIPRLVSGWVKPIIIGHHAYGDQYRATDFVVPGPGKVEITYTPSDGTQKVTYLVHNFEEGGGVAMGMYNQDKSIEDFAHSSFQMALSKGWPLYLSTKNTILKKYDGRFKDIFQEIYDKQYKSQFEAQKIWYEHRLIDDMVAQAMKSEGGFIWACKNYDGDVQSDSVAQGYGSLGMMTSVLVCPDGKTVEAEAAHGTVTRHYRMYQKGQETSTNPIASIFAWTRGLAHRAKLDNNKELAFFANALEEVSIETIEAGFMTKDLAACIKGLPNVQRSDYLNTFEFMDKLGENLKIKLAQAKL
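IDH1-R132H (0.5 ug/mL) preincubated 30 min with compound, then NADPH (0.016 mM) and alpha-KG (2 mM) added; 80 min at RT, pH 7.5. Remaining NADPH coupled via diaphorase/resazurin to fluorescence (540/590 nm); concentration-response curves normalized to no-enzyme control.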
An asterisk follows results filed as active; i = inactive; ? = inconclusive; . = not tested or not shown; [ ] = remark or other dose. Unless noted, the call rests on the fitted dose curve; in most records, active means well fitted curve in the direction sought with a large enough effect; inconclusive means small, poorly fitted or top-dose-only effect, or another doubt; inactive means no such curve, though single readings can be large; an effect the other way counts as inactive or inconclusive.

SMILES	Pin1 inhibitor	TrxR1 inh	Tb PGK inh	TrxR1 substrate	USP1-UAF1 inh	PI4K2A block	HP1b binding inh	GLS inh	IDH1 R132H inh
CCCC(=O)O[C@H]1C[C@@H](C)N(C(=O)c2ccccc2)c2ccc(C)cc21	2%	-18%[57.1 µM]	2%	-9%[57.1 µM]	-4%	-7	63%	-3%	-1%
Cc1ccc2nc(SC(C)C(=O)Nc3cccc([N+](=O)[O-])c3)[nH]c2c1 (centres undefined)	-15%	-11%	10%	-8%	-22%	2	6%	16%	3%
Cc1ccc2c(c1)c1nc3ccccc3nc1n2CCN1CCOCC1	?	5%[57.1 µM]	-5%	-17%	-6%	-5	81%	4%	26%
O=C(Nc1nccs1)c1ccc(COc2ccc(Cl)cc2)o1	7%	-2%	-4%	-2%	-15%	-2	15%	-10%	1%
O=C(CSc1nnc(-c2ccncc2)o1)Nc1cccc(F)c1	5%	-2%[57.1 µM]	3%	-2%[57.1 µM]	-27%	1	40%[activator]	0%	-6%
CC(NC(=O)c1ccccc1)C(=O)NC1CCCc2ccccc21 (centres undefined)	-14%	-7%	7%	-2%	6%	-7	22%	-2%	0%
Cc1ccc(S(=O)(=O)NCc2ccc(C(=O)NCCc3cccc(C)c3)cc2)cc1	2%	30%[57.1 µM]	-7%	3%[57.1 µM]	-9%	5	26%	-11%	4%
C/C(=N\Nc1ccc(C(=O)O)cc1)c1ccc2c(c1)Nc1ccccc1S2	?	-9%	-5%	-1%	-17%	2	?	18µM*	6%
O=C(NNC(=O)c1cccc(-n2cccc2)c1)c1ccc(F)cc1	?	-3%	-8%	-3%	3%	-14	-22%	0%	-9%
Cc1ccc(C(=O)N/N=C\c2ccc(-c3ccc([N+](=O)[O-])cc3)o2)cn1	18%	4%	i	-4%	-14%	0	18%	-7%	1%
Cc1ccc(NS(=O)(=O)c2ccc(C)c(NC(=S)NCCN3CCOCC3)c2)c(C)c1	10%	-11%	i	0%	-9%	-4	6%	24%	6%
C=CCNCCOc1cccc(Br)c1	1%	-13%	-1%	-10%	-3%	0	18%	3%	-3%
CCCNC(=O)C1CC(c2ccccc2C(F)(F)F)=NO1 (centres undefined)	-9%	22%[57.1 µM]	1%	16%[57.1 µM]	18%	-3	38%	7%	-11%
CC(C)n1c(-c2cccnc2)nc2cnccc21	-3%	-1%	7%	1%	-17%	-2	14%	6%	12%
Cc1ccccc1Nc1c(-c2cc(Br)ccc2F)nc2ccccn12	-5%	-6%	7%	-6%	?	-2	41%[activator]	3%	-11%
CCCCc1nc2cc(C(=O)N3CCCC(COC)C3)ccc2o1 (centres undefined)	-1%	5%	4%	0%	-5%	-5	36%	0%	5%
CC1(OC(=O)CCc2ccccc2)C(=O)C=C2C=C(c3ccc(C#N)cc3)N(CCc3c[nH]c4ccccc34)C=C2C1=O (centres undefined)	25%	5%[57.1 µM]	-13%	1%[57.1 µM]	-20%	-5	-10%	7%	14%
O=C(O)CCC(=O)Nc1sc2c(c1C(=O)NCc1ccccc1)CCCC2	-13%	-4%	-9%	-4%	-29%	-3	16%	8%	8%
Cc1nnc(Sc2c(-c3ccccc3)c3ccc(Cl)cc3[nH]c2=O)s1	3%	2%	4%	10%	-4%	-1	12%	3%	5%
Cc1ccc(-c2csc(NC(=O)C3=COCCO3)n2)cc1	-6%	-17%	7%	-17%	-2%	-4	12%	17%	8%
CC(Nc1ccccc1)c1cc(Cl)ccc1O (centres undefined)	-12%	3%[57.1 µM]	i	5%[57.1 µM]	-4%	-9	8%	16%	2%
COC(=O)c1ccccc1N(C)S(=O)(=O)c1cc2c(cc1C)OCC(=O)N2	0%	5%[57.1 µM]	-4%	0%[57.1 µM]	-19%	5	12%	-2%	13%
Cc1cc(C)nc(CCNC(=O)c2cc(COc3c(F)cccc3F)on2)n1	1%	24%	i	8%[57.1 µM]	-6%	-1	44%[activator]	16%	1%
O=C(O)c1ccc(NC(=O)C2CCCCC2)cc1	-5%	-3%	-5%	-8%	-7%	0	4%	0%	-1%
COc1ccc(NC(=S)NCCc2c[nH]c3ccc(OC)cc23)c(OC)c1	-3%	16%	0%	8%	2%	0	-36%	44%[activator]	-2%
CN(Cc1ccccc1)C(=O)c1ncn(C)c1C(=O)N(C)Cc1ccccc1	0%	-5%	-5%	4%	?	-5	9%	1%	8%
CCCNC(=O)NNC(=O)c1ccc(F)cc1	-8%	12%[57.1 µM]	-1%	5%[57.1 µM]	-7%	5	-12%	11µM*	3%
CCCCOC(=O)c1ccccc1N1C(=O)C2C3CCC(C3)C2C1=O (centres undefined)	-12%	-8%	4%	-16%	-9%	0	31%	19%	0%
CCCNC(=O)C1CCC(Cn2c(=O)c3sccc3n(CC(=O)N3CCCC3)c2=O)CC1 (centres undefined)	-2%	9%[57.1 µM]	2%	3%[57.1 µM]	-2%	0	38%	3%	5%
O=S(=O)(c1ccccc1F)N1CCN(c2nc3ccccc3s2)CC1	2%	-2%[57.1 µM]	-6%	-1%[57.1 µM]	-22%	-2	26%	6%	1%
CCOc1ccc(N2C(=O)C3CCCN3C2=O)cc1 (centres undefined)	?	-21%[11.4 µM]	19%	4%[11.4 µM]	-20%	3	62%[activator]	-7%	6%
CCC(CC)c1nnc(NC(=O)CCc2ccccc2)s1	?	20%	-1%	8%	-16%	3	12%	5%	4%
O=C(NC1=NCCS1)c1nc(-c2ccccc2)n(-c2ccccc2)n1	-9%	19%[57.1 µM]	-5%	-2%[57.1 µM]	-3%	0	42%[activator]	-7%	0%
COc1ccc(N2C(=O)CC(Sc3nc(C)cc(C)c3C#N)C2=O)cc1 (centres undefined)	0%	-13%	.	4%	-19%	1	11%	5%	-1%
Cc1ccc(NC(=O)Nc2ccc3c(c2)CCC3)cc1C	-5%	15%	-10%	-1%	-25%	0	31%	-14%	-11%
COc1ccc(S(=O)(=O)Nc2ccc(CC#N)cc2)cc1	-8%	11%	-5%	3%	-20%	3	48%[activator]	17%	11%
Clc1ccc(Cc2ccccc2)nn1	-5%	-1%	0%	11%[57.1 µM]	-16%	-2	27%	0%	12%
O=C(CCC(=O)c1ccc(F)cc1)Nc1ccccc1Cl	-2%	32%	-4%	11%	-9%	-5	4%	5%	18%
COc1ccc(CC(=O)N2CCN=C2SCc2cccc([N+](=O)[O-])c2)cc1	12%	10%[57.1 µM]	-3%	-7%	-28%	-4	4%	0%	-3%
Cc1ccc(C2C(=O)N(C3CCCC3)CC(=O)N2C2CCCCC2)cc1 (centres undefined)	-1%	-10%	2%	-6%	-1%	2	24%	5%	-2%
Cc1[nH]c(=O)[nH]c(=O)c1/C=N/NC(=O)[C@H](C)NC(=O)OC(C)(C)C	9%	-11%[57.1 µM]	3%	7%[57.1 µM]	4%	13	46%	0%	2%
CC(C)(C(=O)c1ccccc1)/[N+]([O-])=C/c1ccccc1	4%	-6%	-8%	0%	0%	1	23%	1%	5%
COCCN1CCN(C(=O)C2CCC(=O)N(Cc3cccc(C(F)(F)F)c3)C2)CC1 (centres undefined)	3%	-9%	1%	7%	-12%	8	17%	-5%	4%
c1ccc(-c2ccncc2)nc1	-1%	13%	-6%	-2%	-11%	3	45%[activator]	-2%	5%
CCN1C(=O)/C(=C\c2ccncc2)SC1=Nc1ccc(C)c(C)c1	1%	-9%	4%	-11%	-27%	0	?	6%	-3%
COc1ccc(-n2nc(C(=O)NCC(=O)N3CC(C)CC(C)C3)c3ccccc3c2=O)cc1OC (centres undefined)	23%	21%	-3%	7%	-18%	0	9%	-3%	-4%
C[N+](C)=C1SCC(C)(/C=N/O)S1 (centres undefined)	2%	43%	-4%	-12%[57.1 µM]	-19%	-7	61%	-10%	8%
Cc1c(F)cccc1NS(=O)(=O)c1ccc2c(c1)n(C)c(=O)c(=O)n2C	-1%	22%	-7%	10%	-15%	0	29%	1%	0%
Cc1noc(C)c1COC(=O)c1ccc(S(=O)(=O)NCc2ccco2)cc1	-2%	9%[57.1 µM]	-8%	17%[57.1 µM]	-2%	-16	-21%	13%	3%
O=c1c2cccnc2nc2n1CCCCC2	-3%	13%	-11%	4%	-24%	-6	38%	-4%	10%
COc1ccc(C(=O)NC2CCN(CC(=O)Nc3cccc(C)c3)CC2)cc1OC	5%	1%	3%	-5%	-24%	-16	24%	-9%	1%
COC(=O)[C@H]1C[C@@]2(O)CN(S(=O)(=O)c3ccc(C)cc3)C[C@@]2(OC(=O)NCc2ccccc2F)C[C@H]1C(=O)OC	.	.	-4%	.	-24%	-1	.	-10%	9%
Cc1cc(=O)[nH]c(Nc2cccc(C(F)(F)F)c2)n1	-3%	-4%	i	-3%	-5%	-17	56%[activator]	-12%	6%

Two entries picked at random from the list so far:
SMILES	Pin1 inhibitor	TrxR1 inh	Tb PGK inh	TrxR1 substrate	USP1-UAF1 inh	PI4K2A block	HP1b binding inh	GLS inh	IDH1 R132H inh
COC(=O)[C@H]1C[C@@]2(O)CN(S(=O)(=O)c3ccc(C)cc3)C[C@@]2(OC(=O)NCc2ccccc2F)C[C@H]1C(=O)OC	.	.	-4%	.	-24%	-1	.	-10%	9%
Cc1c(F)cccc1NS(=O)(=O)c1ccc2c(c1)n(C)c(=O)c(=O)n2C	-1%	22%	-7%	10%	-15%	0	29%	1%	0%

These rows are one share of the data (hit frequency here may not be typical).
